LYP phosphatase – inhibitors of LYP phosphatase, biochemical, fluorescence intensity, uHTS (AID 1779); recombinant LYP phosphatase, fluorescence intensity; higher % means a stronger effect; inhibition, % at 11.5 µM; hits with a dose series show IC50 in µM; 0.054% of 290,000 active; in the data active means inhibition above about 50%;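 further: plate controls were vehicle with enzyme for no effect and no enzyme for full effect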
PhoP inhibition – inhibitors of PhoP regulon expression, primary screen, Salmonella Typhimurium, GFP reporter (AID 1863); S. Typhimurium PhoP-regulated promoter GFP reporter, 4 h; higher % means a stronger effect; one-dose inhibition, % at 50 µM; IC50 in µM for titrated hits; 0.16% of 300,000 active;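 active means inhibition over 29.93%, a cutoff 3 SD above the screen mean, later confirmed by dose response; inconclusive means inhibition over 29.93% but no dose response follow-up; inactive means inhibition at most 29.93% or unconfirmed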;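 further: 0% = low Mg2+ inducing control and 100% = high Mg2+ repressing control; strong numbers were not always called active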
NTR1 agonist – NTR1-driven beta-arrestin-GFP spot formation – imaging, U2OS cells, high content, primary screen (AID 493036). P30989. agonist mode. activation, % at 20 µM. 0.17% of 330,000 active;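 active means activation at or above 40% of the spot to cytoplasm intensity ratio, with at least 20 cells analyzed; inconclusive means wells under 20 cells, flagged as cytotoxic or low count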;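 further: 0% = DMSO without peptide and 100% = 100 nM NTR1 peptide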
Target sequence (P30989 whole entry, looked up): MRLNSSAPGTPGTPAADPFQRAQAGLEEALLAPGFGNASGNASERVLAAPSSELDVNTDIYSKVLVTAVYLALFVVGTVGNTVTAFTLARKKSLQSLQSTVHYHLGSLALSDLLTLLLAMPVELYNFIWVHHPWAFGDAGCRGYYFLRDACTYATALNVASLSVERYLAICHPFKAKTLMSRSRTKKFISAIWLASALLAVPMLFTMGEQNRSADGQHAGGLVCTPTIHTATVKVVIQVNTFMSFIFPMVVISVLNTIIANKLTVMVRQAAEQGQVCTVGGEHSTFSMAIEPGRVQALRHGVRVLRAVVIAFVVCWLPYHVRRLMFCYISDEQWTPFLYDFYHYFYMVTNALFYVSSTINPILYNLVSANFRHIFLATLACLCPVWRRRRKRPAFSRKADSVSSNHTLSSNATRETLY
Myeloid diff 2 – myeloid differentiation induction. 1% of 360,000 active. AID 624256. calls only at 10 µM. ER-HoxA9 myeloid progenitors, lysozyme-GFP differentiation, flow cytometry;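 active means normalized GFP-positive differentiation at or above the plate's own cutoff, the solvent-only control mean plus 3 SD; inconclusive means no clear call, values can overlap the other calls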;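 further: cells exposed to compound for four days before flow analysis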
HIV peptide binding – cell-free HIV fusion peptide-binding blockers – biochemical, uHTS, fluorescence dequenching, primary screen (AID 1986). cell-free peptide binding, fluorescence dequenching, 30 min; higher % means a stronger effect. 0.3% of 290,000 active. inhibition, % at 20 µM; hits with a dose series show IC50 in µM; in the data active means inhibition mostly above about 52%, no sharp cut-off; inactive means mostly below about 76%; further: some results filed as inactive read as strong as hits
SIAH1 antagonists – Siah-1 peptide-binding antagonists, primary screen, biochemical, fluorescence polarization, rhodamine-plectin, uHTS (AID 1817); Siah-1 / rhodamine-plectin peptide fluorescence polarization; higher % means a stronger effect; 0.02% of 290,000 active; displacement, % at 20 µM; hits with a dose series show IC50 in µM;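 active means displacement of at least 50% at 20 µM, with a fluorescence ratio check between 0.3 and a set limit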;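 further: plate controls were Siah plus tracer with DMSO for no effect and tracer alone without Siah for full effect; strong numbers were not always called active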
GPR55 LPI antagonism – inhibition of LPI-stimulated GPR55 beta-arrestin translocation – imaging, U2OS, beta-arrestin-GFP, LPI agonist, primary screen (AID 2013). U2OS GPR55 beta-arrestin-GFP translocation imaging, LPI antagonism; higher % means a stronger effect. one-dose inhibition, % at 10 µM; IC50 in µM for titrated hits. 0.13% of 290,000 active;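 active means spots per cell inhibited over 60%, with over 100 cells counted and total cytoplasm intensity under 500,000; inconclusive means wells with under 100 cells, flagged as likely toxic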;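 further: U2OS cells stably carrying GPR55 and arrestin-GFP stimulated by 5 µM LPI near EC80; imaged beta-arrestin-GFP aggregate spots per cell after agonist stimulation; plate controls were LPI-stimulated DMSO wells for no effect and DMSO wells without LPI for full effect; some results filed as inactive read as strong as hits; confirmed hits need IC50 under 10 µM and bright autofluorescent wells are also inconclusive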
GPR35 arrestin U2OS – inhibition of zaprinast-stimulated GPR35 beta-arrestin translocation – imaging, U2OS, beta-arrestin-GFP, zaprinast agonist, primary screen (AID 2058) | U2OS GPR35 beta-arrestin-GFP translocation imaging, zaprinast antagonism; higher % means a stronger effect | inhibition, % at 10 µM; hits with a dose series show IC50 in µM | 0.052% of 290,000 active;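 active means inhibition of at least 50% with at least 30 cells and total cytoplasm GFP at most 10,000,000; inconclusive means under 30 cells or total GFP of 10,000,000 plus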
MgcRacGAP inhibition – MgcRacGAP GTPase-activating activity inhibitors, confirmation, biochemical, ADP Hunter fluorescence; MgcRacGAP-stimulated Rac1 GTP hydrolysis, ADP Hunter fluorescence; higher % means a stronger effect; GST-tagged Rac1 F28L mutant substrate; one-dose inhibition, % at 30 µM; IC50 in µM for titrated hits; 0.6% of 340,000 active; AID 624330;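 active means first-screen hits whose inhibition reached a set limit at any dose in the follow-up dose series; inconclusive means inhibition above the set first-screen limit but never retested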;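 further: fluorescence reports GDP produced by GAP-driven GTP hydrolysis; strong numbers were not always called active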
NTR1 agonist cell count 20 µM – recorded beside NTR1 agonist, whose call it bears; cell count; measured here: cell count, cytotoxicity flag
Myeloid diff 2 GFP+ MAC1+ % – recorded beside Myeloid diff 2, whose call it bears; GFP+ MAC1+ double positive, %; measured here: differentiation confirmed by MAC1 staining
Numbers without * were called inactive; i = inactive; ? = inconclusive; nt = no result given. Rows are unselected; 2.4% or so of the library scored in one or more.

SMILES	LYP phosphatase	PhoP inhibition	NTR1 agonist	NTR1 agonist cell count 20 µM	Myeloid diff 2	Myeloid diff 2 GFP+ MAC1+ %	HIV peptide binding	SIAH1 antagonists	GPR55 LPI antagonism	GPR35 arrestin U2OS	MgcRacGAP inhibition
COc1cc(C(=O)OC2CCN(C)CC2)cc(OC)c1OC	-6%	-2%	-0.6	63	i	0.7	-3.1%	5%	1%	-6%	13%
COc1cc(OC)cc(C(=O)N2CCCC(c3nc(-c4ccc(C)o4)no3)C2)c1 (configuration not stated)	-5%	-2%	-1.0	50	i	3.0	1.3%	8%	-12%	10%	8%
O=C1COc2ccc(S(=O)(=O)NCc3ccc(Cl)cc3)cc2N1	-6%	-10%	0.1	54	i	1.0	-0.4%	0%	-6%	0%	7%
COc1ccc(-c2nnc(SCc3nc4ccccc4s3)n2C(C)C)cc1	0%	4%	2.7	44	i	0.7	-3.5%	4%	8%	-5%	15%
COc1ccccc1NC(=S)N1C2CCC1CC(NC(=O)NC13CC4CC(CC(C4)C1)C3)C2 (configuration not stated)	-1%	11%	1.0	44	i	1.3	-4.0%	-6%	7%	2%	2%
Cc1noc(NS(=O)(=O)c2ccc(NC(=O)CSc3nc4ccccc4[nH]3)cc2)c1C	2%	1%	0.5	55	i	3.8	5.0%	-6%	9%	2%	-1%
O=C(CCN1CCc2ccccc21)c1ccc2c(c1)OCCO2	25%	4%	4.7	36	i	2.0	-5.4%	1%	-7%	4%	21%
CN(CC(=O)Nc1ccccc1Cl)C(=O)COC(=O)c1ccc([N+](=O)[O-])cc1Cl	nt	5%	-0.6	58	i	0.8	nt	nt	nt	nt	3%
Cc1ccc(C)c(N(CC(=O)NCCSCc2ccco2)S(C)(=O)=O)c1	-8%	-3%	-0.5	40	i	0.9	0.1%	-1%	-1%	8%	15%
CC1CCCN(C(=O)CNS(=O)(=O)c2cccs2)C1 (configuration not stated)	-12%	0%	1.7	42	i	5.3	1.8%	-4%	-9%	7%	8%
Cc1ccc(NC(=S)N(CCCN2CCC(C)CC2)Cc2ccco2)cc1C	-2%	-4%	6.3	48	i	0.1	1.1%	4%	-5%	-6%	7%
Cc1cc(NN)nc(NS(=O)(=O)c2ccccc2)n1	-7%	nt	1.1	47	i	0.3	-2.1%	-3%	-6%	16%	nt
O=C(NCc1cccs1)c1ccc2ccccc2n1	-5%	3%	1.3	55	i	0.2	6.0%	-4%	-1%	8%	4%
C=CCNC(=S)NNC(=O)c1ccco1	-5%	6%	0.2	32	i	1.1	-2.5%	3%	-4%	21%	7%
CC1Oc2ccccc2N(CC(=O)NCC2CCCO2)C1=O (configuration not stated)	-8%	-4%	1.1	76	i	0.7	-0.8%	0%	4%	0%	10%
COCCn1c(C)cc(C(=O)CSc2nc(C)c(C)c(C)n2)c1C	3%	10%	-1.0	24	i	0.1	20%	-2%	0%	-6%	7%
CCOC(=O)CNC(=O)N1CCCC(N(C)CCc2ccccc2)C1 (configuration not stated)	-2%	-1%	-0.8	63	i	0.8	2.1%	-4%	-3%	-12%	12%
COc1cccc(NC(=O)C2CC2(c2cccc(OC)c2)c2cccc(OC)c2)c1 (configuration not stated)	-4%	-16%	-0.4	47	i	0.8	-1.5%	-6%	7%	10%	7%
CC(NC(=O)CCn1nc(-c2ccc(Cl)cc2)ccc1=O)c1ccccc1 (configuration not stated)	-4%	-4%	-0.2	60	i	0.2	2.2%	2%	14%	-5%	-2%
Cc1cccc(N2CC(O)=C(c3nc4ccccc4n3C)C2=N)c1	-2%	-5%	-2.9	87	i	0.5	-0.2%	-4%	6%	-12%	4%
COC(=O)c1c[nH]n2c(=O)c(C(C)C)c(C)nc12	-5%	5%	0.1	49	i	0.5	-1.2%	6%	2%	10%	-2%
Cc1csc(NC(=O)Cc2coc3cc(C)c(C(C)C)cc23)n1	-5%	9%	22	49	i	1.1	-5.1%	6%	-3%	5%	13%
CCN(c1ccc(NC(=O)c2cccc(S(=O)(=O)N3CCN(C)CC3)c2)cc1)C(C)C	-8%	2%	0.4	61	i	3.9	-1.2%	-5%	-2%	2%	22%
O=C(O)c1cc(-c2ccccc2Cl)n(-c2ccc(F)cc2)n1	-6%	nt	-2.2	97	i	0.5	-1.5%	-5%	-1%	-7%	17%
O=C(OCC(=O)N1CCCC1=O)c1ccc(Cl)cc1[N+](=O)[O-]	nt	-2%	0.5	64	i	0.6	nt	nt	nt	nt	11%
The list continues:
SMILES	LYP phosphatase	PhoP inhibition	NTR1 agonist	NTR1 agonist cell count 20 µM	Myeloid diff 2	Myeloid diff 2 GFP+ MAC1+ %	HIV peptide binding	SIAH1 antagonists	GPR55 LPI antagonism	GPR35 arrestin U2OS	MgcRacGAP inhibition
Cc1cccc(NC(=S)NC(=O)c2ccco2)c1C	-11%	-4%	0.2	29	i	0.8	0.5%	5%	-1%	0%	10%
COC(=O)C1=C(C)N(CCCC(=O)O)C(=O)NC1c1cccs1 (configuration not stated)	-1%	-4%	-0.8	88	i	1.1	1.1%	3%	-1%	4%	6%
O=C(CCCCCCN1C(=O)c2ccccc2C1=O)Nc1nccs1	-3%	2%	-0.7	49	i	0.8	0.0%	6%	-3%	-9%	14%
O=C(NC1=NCCS1)c1ccc(OCC2CCCO2)cc1 (configuration not stated)	-6%	-1%	-1.5	82	i	0.2	0.9%	5%	6%	8%	8%
O=C(c1ccncc1)N(c1ccc2oc3c(c2c1)CCCC3)S(=O)(=O)c1ccc(F)cc1	9%	14%	11	89	i	0.3	1.3%	-3%	2%	11%	5%
CCC(CC)C(=O)Nc1cccc(C(=O)Nc2ccc3c(c2)OCO3)c1	-11%	20%	1.6	45	i	4.7	-0.7%	-2%	4%	17%	9%
CCOC(=O)c1sc2nc(CSc3ccccc3)nc(N3CCC(C(N)=O)CC3)c2c1C	8%	-9%	17	45	i	0.4	1.2%	-4%	6%	-8%	-6%
CN(Cc1ccccc1)S(=O)(=O)c1ccc(C(=O)Nc2nnc(C3CC3)o2)cc1	-6%	-2%	3.8	65	i	0.5	16%	0%	2%	10%	1%
CC(NCC(=O)Nc1cc(S(=O)(=O)N2CCCCCC2)ccc1Cl)c1ccccc1 (configuration not stated)	3%	-2%	1.9	48	i	0.8	0.6%	3%	14%	-6%	?
Cc1nc(C(=O)N2CCCC(C(=O)c3cccc(OC(C)C)c3)C2)cs1 (configuration not stated)	-9%	-1%	2.0	48	i	1.8	1.3%	1%	1%	-6%	-1%
CC1(C)CC(=O)C(C=Nc2ccc(O)cc2)=C(O)C1	-1%	-4%	0.1	48	i	4.6	2.9%	5%	8%	21%	17µM*
N#CC(c1ccccc1O)N1N=C(c2ccccc2)CC1c1ccccc1 (configuration not stated)	11%	-2%	18	62	i	0.7	0.6%	4%	24%	-4%	7%
O=S(=O)([N-]c1nc2ccccc2nc1-n1cc[n+](Cc2ccccc2)c1)c1ccc(Br)cc1	-1%	-8%	3.0	42	i	1.5	3.0%	1%	-6%	5%	nt
Cc1ccc2c(c1)/C(=C/c1ccccc1C)C(=O)N2	2%	-1%	6.1	91	i	1.5	-1.4%	2%	1%	0%	-2%
Cc1cc(N)n(-c2nc3ccccc3s2)n1	-7%	7%	-0.5	39	i	0.5	-0.2%	-3%	10%	0%	5%
O=C1CC(Sc2cccs2)C(=O)N1c1ccccc1 (configuration not stated)	-8%	-2%	1.3	47	i	0.9	-1.3%	-1%	-7%	3%	8%
Cc1nn(CCCC(=O)NCCc2ccccc2)c(=O)c2nccn12	-7%	nt	2.6	50	i	2.3	-0.1%	-3%	1%	-6%	2%
CC(CO)N1CCS(=O)(=O)CC1 (configuration not stated)	-7%	5%	1.3	45	i	0.9	-1.6%	3%	1%	0%	-1%
Nc1nc(N)c2ncc(C(=O)CCc3ccccc3)nc2n1	-3%	-8%	-0.9	56	i	0.6	5.2%	-6%	8%	14%	12%
NC(=O)CC(NC(=O)c1ccccc1)c1ccc(NC2CCCC2)c([N+](=O)[O-])c1 (configuration not stated)	-7%	1%	-0.1	93	i	1.0	2.6%	0%	5%	2%	0%
Cc1cc(C)cc(N(CC(=O)NCc2ccco2)C(=O)c2snc(C(N)=O)c2N)c1	-3%	2%	0.2	49	i	1.1	4.8%	-5%	10%	8%	-1%
Cc1nnc(NCCc2ccccc2)[nH]c1=O	-3%	4%	-0.9	95	i	1.1	-2.4%	-2%	-4%	-4%	6%
CC(Cc1ccccn1)NC(=O)c1ccc(OC2CCN(CCc3ccccc3)CC2)cc1 (configuration not stated)	-12%	nt	2.6	75	i	1.4	0.3%	-2%	12%	14%	5%
CCN1C(=O)/C(=C/c2cccs2)S/C1=N\S(=O)(=O)c1ccc(C)cc1	-4%	-11%	3.1	73	i	0.3	1.8%	9%	6%	1%	4%
CCC(C)NC(=O)C1CCN(S(=O)(=O)c2ccc(OC)cc2)CC1 (configuration not stated)	-2%	-2%	1.7	87	i	6.6	-0.6%	-4%	2%	-2%	6%
New compounds follow
SMILES	LYP phosphatase	PhoP inhibition	NTR1 agonist	NTR1 agonist cell count 20 µM	Myeloid diff 2	Myeloid diff 2 GFP+ MAC1+ %	HIV peptide binding	SIAH1 antagonists	GPR55 LPI antagonism	GPR35 arrestin U2OS	MgcRacGAP inhibition
CC(=O)Nc1ccc(S(=O)(=O)Nc2nccc(C3Cc4ccccc4C(=O)O3)n2)cc1 (configuration not stated)	-6%	6%	0.2	52	i	5.5	2.5%	2%	-4%	-9%	6%
c1ccc(OCCCN2CCCC2)cc1	-12%	30%	1.3	51	i	8.0	-0.6%	-2%	5%	-5%	159µM*
CCCn1c(SCC(=O)Nc2nc3c(s2)CCCC3)nc2c1c(=O)n(C)c(=O)n2C	0%	5%	9.8	69	i	0.4	-1.5%	-5%	-6%	-6%	5%
COc1cccc(NC(=O)CN(C)C(=O)C2CCN(C(=O)c3ccccc3C)CC2)c1	nt	6%	-0.4	97	i	0.6	nt	nt	nt	nt	6%
Cc1ccc(NC(=O)CCCc2nc3ccccc3s2)c(O)c1	-2%	-9%	-1.0	52	i	0.1	-3.2%	-7%	13%	-8%	0%
OCCN1CCOCCOc2ccccc2OCCOCC1	-5%	7%	-0.9	60	i	0.2	0.8%	8%	1%	1%	-6%
